# High-throughput results from PubChem BioAssay.
# Myeloid diff MLP: induction of myeloid progenitor differentiation, primary screen, cell-based, flow cytometry, MLPCN library; ER-HoxA9 myeloid progenitors, lysozyme-GFP differentiation; calls only at 10 µM; 360,000 compounds, 1% hits; AID 624256, 2012;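 active = normalized GFP-positive differentiation at or above the plate's own cutoff, the solvent-only control mean plus 3 SD; inconclusive = no clear call, values can overlap the other calls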;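 note: cells exposed to compound for four days before flow analysis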
# Myeloid diff MLP GFP+ MAC1+ %: further read-out of Myeloid diff MLP, marked with its call; GFP+ MAC1+ double positive, %; measured here: differentiation confirmed by MAC1 staining
# An asterisk follows results filed as active; i = inactive; ? = inconclusive; / = not tested or not shown.
compound,Myeloid diff MLP,Myeloid diff MLP GFP+ MAC1+ %
COc1ccc(-c2ccc(CCC(=O)O)n2-c2cc(OC)ccc2OC)cc1,i,1.0
C#CCNC(=O)C[C@@H]1C[C@@]2(C(=O)OCC)CCC=C2N(CCC2=CCCCC2)C1=O,i,1.2
CC1CCCC(C)N1C(=O)COC(=O)c1ccc(Br)c(S(=O)(=O)N2CCOCC2)c1 (stereo not given),i,1.3
COc1ccc([N+](=O)[O-])cc1NS(=O)(=O)c1cccc(C(=O)OC2CCOC2=O)c1 (stereo not given),i,0.7
CCCC[C@@H]1C=C(C(=O)O)[C@H](c2ccc(C)cc2)N1S(=O)(=O)c1ccc(C)cc1,i,0.7
CCCCN(C(=O)c1cc(S(=O)(=O)N2CCCCC2)ccc1Cl)c1c(N)n(CCC)c(=O)[nH]c1=O,i,0.7
COCCNC(=O)C1(C)CCCN(C(=O)c2cc(OC)c(OC)c(OC)c2)C1 (stereo not given),i,0.4
Cc1nn(C)cc1C(=O)c1ccccc1,i,0.8
CC1CCc2[nH]c3ccc(C(=O)N(C)CC(=O)Nc4ccccc4C(F)(F)F)cc3c2C1 (stereo not given),i,0.6
Cc1ccc([C@@H]2CC=C(C(=O)O)[C@H](c3ccc(Br)cc3)N2S(=O)(=O)c2ccc(C)cc2)cc1,i,1.0
COc1ccc(-c2csc(C(C)(NC(C)=O)c3ccc(OC)cc3)n2)cc1 (stereo not given),i,1.6
CC(=O)Nc1ccc(NC(=O)C(C)Sc2n[nH]c(-c3cccs3)n2)cc1 (stereo not given),i,0.2
CSCCC(NC(=O)COc1ccccc1)C(=O)N1CCN(c2ccccc2O)CC1 (stereo not given),i,0.5
CCN(CC(=O)NC(=O)NCc1ccco1)Cc1ccccc1,i,1.4
COc1ccc([N+](=O)[O-])cc1NC(=O)C(C)OC(=O)C1CCC1 (stereo not given),i,1.1

# Carrying on:
compound,Myeloid diff MLP,Myeloid diff MLP GFP+ MAC1+ %
O=C(Nc1cccc(C(=O)N2CCCCC2)c1)c1ccccc1,i,1.8
CCc1nc2c(OCc3ccccc3)cccn2c1N(C)C(=O)c1ccc2c(c1)OCO2,i,0.7
CC(C)NC(=O)C1(C)CSCC(=O)N1Cc1cccs1 (stereo not given),i,2.8
O=S1(=O)N=C(c2ccccc2)C=C(c2ccccc2)N1,i,0.1
CC(=O)N1CCc2c(sc(NC(=O)CCS(=O)(=O)c3ccc(C)cc3)c2C(N)=O)C1,i,0.2
COc1cc(NC(=O)c2ccc(-c3cccc(F)c3)o2)ccc1NC(=O)c1ccccc1Cl,i,4.0
O=c1cc(-c2ccccc2)nc2c(Cl)cc(Cl)cn12,i,1.0
COc1ccc(NC(=O)N(C)C[C@H]2Oc3ncc(C#C[C@@H](C)O)cc3C(=O)N([C@H](C)CO)C[C@H]2C)cc1,i,1.3
CC(C)(C)c1ccccc1NC(=O)c1ccc(-n2cncn2)c([N+](=O)[O-])c1,i,0.9
CCCCC[C@H](C)N1C[C@H](COCc2ccccc2)Oc2cc(N3CC[C@@H](N(C)C)C3)ccc2S1(=O)=O,i,0.5
C[C@@H]1CCCCO[C@H](CN(C)C(=O)C2CCCCC2)[C@@H](C)CN([C@H](C)CO)C(=O)c2cc(N(C)C)ccc2O1,i,1.0
O=C(c1ccc(N2CCOCC2)c([N+](=O)[O-])c1)N1CCN(c2ccccc2)CC1,i,0.8
C=CCNc1nc(Nc2ccc(OC)c(OC)c2)c2sc(-c3ccccc3)cc2n1,?,/
Cc1cccc(NC(=O)Oc2ccc(Cl)c3cccnc23)c1,i,1.7
CN(C)C(CNC(=O)CSC(=S)N1CCCC1)c1ccccc1 (stereo not given),i,0.8

# A stretch from the list above, as a working copy:
compound,Myeloid diff MLP,Myeloid diff MLP GFP+ MAC1+ %
Cc1cccc(NC(=O)Oc2ccc(Cl)c3cccnc23)c1,i,1.7
CN(C)C(CNC(=O)CSC(=S)N1CCCC1)c1ccccc1 (stereo not given),i,0.8

# More results follow.
compound,Myeloid diff MLP,Myeloid diff MLP GFP+ MAC1+ %
O=C1CCC(C(=O)N2CCN(c3ccccc3)CC2)CN1Cc1ccc(Cl)cc1 (stereo not given),i,1.2
Cc1ccc(S(=O)(=O)N(C)c2ccc(OCC(=O)OCc3ccc(C#N)cc3)cc2)cc1,i,1.1
CCOc1ccc(C(=O)NCC(=O)NCC(c2ccccc2OC)N2CCCC2)cc1 (stereo not given),i,0.4
CC(C)(C)OC(=O)N(CCc1ccccc1)Cc1cccc(OCc2cccc(NC(=O)C3CCC3)c2)c1,i,0.5
COc1cccc(COC(=O)CCNC(=O)c2ccc(Br)cc2)c1OC,i,0.8
O=C(CN1C(=O)C2CC=CCC2C1=O)N1CCN(S(=O)(=O)c2ccccc2)CC1 (stereo not given),i,0.7
Cc1cccc(C)c1NC(=O)CN(C)C(=O)c1ccccc1Sc1ccccc1C#N,i,0.3
C[C@H]1CN([C@@H](C)CO)C(=O)c2cc(-c3cccc(F)c3)cnc2O[C@@H]1CN(C)S(C)(=O)=O,i,0.6
Cc1cc(F)ccc1S(=O)(=O)N1CCCCC1CCNC(=O)C(=O)NCc1ccccn1 (stereo not given),i,0.5
Cc1nnc(NC(=O)c2ccc3nccnc3c2)s1,i,0.9
COC(=O)c1ccc(CNC(=O)c2ccc3c(c2)S(=O)(=O)N=C2CCCCCN23)cc1,i,0.8
C[C@H](CO)N1C[C@H](C)[C@@H](CN(C)S(=O)(=O)c2cccs2)Oc2c(NC(=O)C3CCCCC3)cccc2C1=O,i,0.4
Cc1ccn2c(=O)nc(SCC(=O)Nc3cccc4ccccc34)nc2c1,i,0.0
C=CCNC(=O)c1c(CSc2ccc(F)cc2)noc1C(=O)NCCC,i,1.0
CN(C)C(=O)c1cccc(-c2cnc3c(NC=O)cc(-c4ccc(C(=O)N5CCOCC5)cc4)cn23)c1,i,0.5

# Next compounds follow.
compound,Myeloid diff MLP,Myeloid diff MLP GFP+ MAC1+ %
O=C(Cc1ccccc1F)Nc1cc(S(=O)(=O)N2CCOCC2)ccc1N1CCCC1,i,0.4
COc1ccc(S(=O)(=O)Nc2cccc3c2O[C@H](CN(C)Cc2ccc(Oc4ccccc4)cc2)[C@@H](C)CN([C@H](C)CO)C3=O)cc1,i,1.3
CCN(C(=O)COC(=O)/C=C/c1c(C)nn(-c2ccccc2)c1C)c1c(N)n(Cc2ccccc2)c(=O)[nH]c1=O,i,1.7
COc1ccc(NC(=O)COC(=O)CN2C(=O)c3ccccc3C2=O)cc1,i,1.0
O=C(Nc1ccccc1)c1cc(C2CCCCN2S(=O)(=O)c2cccs2)on1 (stereo not given),i,1.9
O=C(CCl)NC(Cc1ccccc1)C(=O)OCC(=O)c1ccc(-c2ccccc2)cc1 (stereo not given),?,/
C[C@@H]1COc2cc(N3CCN(Cc4ccccc4F)CC3)ccc2S(=O)(=O)N1,i,0.6
CC(=O)Nc1ccc(S(=O)(=O)NCC(=O)OCC(=O)NCc2ccco2)cc1,i,1.4
Cc1ccccc1OCC(=O)OCC(=O)c1ccc[nH]1,i,0.5
CNc1snc(C)c1C(=O)OCC(=O)N(C)Cc1ccccc1,i,0.6
COc1ccc(N(C)S(=O)(=O)c2cccc(C(=O)N3CCN(Cc4ccc5c(c4)OCO5)CC3)c2)cc1,i,1.3
Cc1c(C(=O)OCC(=O)NC2CCCCC2)oc2ccccc12,i,0.4
Cc1cccc(C(=O)N[C@H](C(=O)Nc2ccc3c(c2)OCO3)C(C)C)c1,i,0.4
COc1cc(OC)cc(-c2c(-c3cccs3)c3cc(-c4ccc(CN5CCOCC5)cc4)ccc3n2C)c1,i,1.5
COc1ccc(-c2c(-c3cc(OC)cc(OC)c3)n(C)c3ccc(-c4ccc5c(c4)OCCO5)cc23)cc1,i,0.9

# (list continues)
compound,Myeloid diff MLP,Myeloid diff MLP GFP+ MAC1+ %
COc1cccc(Cn2c(C(C)n3c(-c4cnccn4)nc4ccccc43)nc3ccccc32)c1 (stereo not given),i,2.9
Cc1nc2c(OCc3cccc(Cl)c3)cccn2c1N(C)CC1CC1,i,0.4
CCOc1ncccc1C(=O)Nc1cc(C(F)(F)F)ccc1N1CCOCC1,i,0.8
C[C@H](CO)N1C[C@H](C)[C@@H](CN(C)Cc2ccc(O)cc2)OCc2cnnn2CCCC1=O,i,1.3
CCCCN(C=O)c1c(CC)nc2ccc(C(=O)NCc3ccc4c(c3)OCO4)cn12,i,1.2
CC(C)c1ccccc1NC(=O)CSc1n[nH]c(=O)n1C1CC1,i,0.7
CN(CC(=O)NCC1CCCCC1)CC(=O)Nc1ccc(F)cc1,i,1.1
Cn1c(NCc2ccccc2F)nc2cc(-c3cccc(C(F)(F)F)c3)sc2c1=O,i,0.7
CCN(Cc1nc2cc(Cl)ccc2c(=O)[nH]1)C(=O)COc1ccccc1Cc1ccccc1,i,0.5
CC(NS(=O)(=O)c1ccc(Cl)c(Cl)c1)C(=O)Nc1cccnc1 (stereo not given),i,0.3
Cc1ccc([C@H]2C[C@H](n3cc(C4CC4)nn3)[C@@H](O)CN2Cc2cccs2)cc1,i,0.9
CN(C)CCN1CCN(C2CN(Cc3cn(Cc4ccc(F)cc4)nn3)S(=O)(=O)C2)CC1 (stereo not given),i,0.9
Nc1cc(=O)[nH]c(SCc2ccccc2)n1,i,1.1
O=C(Nc1cccc(S(=O)(=O)N2CCCCC2)c1)C1COc2ccccc2O1 (stereo not given),i,0.3
NC(=O)c1ccc(NC(=O)CCCN2C(=O)NC3(CCCC3)C2=O)cc1,i,0.4

# Laid out differently: results already given
# Each structure is followed by: Myeloid diff MLP | Myeloid diff MLP GFP+ MAC1+ %
CN(CC(=O)NCC1CCCCC1)CC(=O)Nc1ccc(F)cc1
→ i | 1.1
Cn1c(NCc2ccccc2F)nc2cc(-c3cccc(C(F)(F)F)c3)sc2c1=O
→ i | 0.7
CCN(Cc1nc2cc(Cl)ccc2c(=O)[nH]1)C(=O)COc1ccccc1Cc1ccccc1
→ i | 0.5
CC(NS(=O)(=O)c1ccc(Cl)c(Cl)c1)C(=O)Nc1cccnc1 (stereo not given)
→ i | 0.3

# Among those listed so far, these have a cyano group.
compound,Myeloid diff MLP,Myeloid diff MLP GFP+ MAC1+ %
Cc1ccc(S(=O)(=O)N(C)c2ccc(OCC(=O)OCc3ccc(C#N)cc3)cc2)cc1,i,1.1
Cc1cccc(C)c1NC(=O)CN(C)C(=O)c1ccccc1Sc1ccccc1C#N,i,0.3

# Next part.
compound,Myeloid diff MLP,Myeloid diff MLP GFP+ MAC1+ %
COc1cccc(N2CCN(C(=O)CCNS(=O)(=O)c3ccc(F)c(F)c3)CC2)c1,i,0.6
COc1ccc(S(=O)(=O)Nc2ccc3c(c2)C(=O)N([C@H](C)CO)C[C@H](C)[C@@H](CN(C)C(=O)Nc2ccc4c(c2)OCO4)O3)cc1,i,2.3
O=C(O)C1=CCCN(CCON=C(c2ccccc2)c2ccccc2)C1,i,1.9
COCCCNC(CC(=O)Nc1cc(C)cc(C)c1)C(=O)O (stereo not given),i,0.3
N#Cc1cnn2c(=O)[nH]cnc12,i,0.5
CSC[C@H]1CN(c2ccccc2)C(=O)[C@@H]1CC(=O)Nc1ccccc1,i,0.8
N#CCCCc1cc2cc(F)ccc2cn1,i,0.6
O=C1OC(CC(=O)N(Cc2nnc(-c3ccccc3Cl)o2)C2CC2)c2ccccc21 (stereo not given),i,0.2
COc1ccc(Cl)cc1C(=O)NNC(=O)c1cccs1,i,1.2
N#Cc1ccc(OCC(=O)Nc2cccc(S(=O)(=O)NC3=NCCCCC3)c2)cc1,i,0.6
CC(C)C(=O)NCCc1nc(-c2ccc(Cl)cc2)no1,i,1.1
Cc1nc2cc(Cl)c(Cl)cc2n1-c1ccccn1,i,0.5
COc1cccc(NC(=O)C2(C)CCCN(C(C)C)C2)c1 (stereo not given),i,0.9
CC(Oc1ccc(C(=O)c2ccc(F)cc2)cc1)C(=O)N1CCOCC1 (stereo not given),i,0.2
CC(=O)c1cccc(-c2ccnc3c2CC(C(=O)Nc2cccc(N(C)C)c2)O3)c1 (stereo not given),i,1.0

# (next part)
compound,Myeloid diff MLP,Myeloid diff MLP GFP+ MAC1+ %
COc1cc2nc(N(CCCN(C)C)C(=O)c3ccc(C(=O)c4ccccc4)cc3)sc2cc1OC,i,1.6
O=C1CCCN1CCCNCCCn1cnc2c(OCc3ccccc3)ncnc21,i,0.4
O=C(Nc1nnc(-c2cccs2)o1)c1cccc(F)c1,i,1.2
COc1ccccc1C(=O)NCC(=O)Nc1ccc2c(c1)CCC2,i,0.5
COC(=O)c1ccc(Cn2c(C)c(C(=O)NCc3ccc(Cl)c(Cl)c3)sc2=O)o1,i,3.3
COC(=O)[C@@]12CCCCN1[C@H](c1ccc(-c3ccc(Cl)c(Cl)c3)cc1)[C@H]1C(=O)N(C)C(=O)[C@H]12,i,3.7
N#CCCN(C(=O)Nc1ccccc1)C1CCCCC1,i,1.2
O=C(CSc1nnc(Nc2ccccc2)s1)NC1CC1,i,0.9
Cc1cc(C)n2nc(SC(C)C(=O)NC3CCCCC3C)nc2n1 (stereo not given),i,0.5
Brc1cc2c(cc1C1OCCO1)OCO2,i,1.0
COc1ccc(NC(=O)CN2C(=O)NC3(CCCCC3C)C2=O)cc1S(=O)(=O)N1CCOCC1 (stereo not given),i,0.4
Nc1c(Sc2ccccc2)c(=O)[nH]c(=O)n1Cc1ccccc1,i,6.8
CCOc1ncccc1C(=O)N1CCN(S(=O)(=O)c2ccc3c(c2)OCCO3)CC1,i,1.3
CN(Cc1ccc(Cl)c(Cl)c1)C(C(=O)NCc1ccccc1)c1ccco1 (stereo not given),i,3.0
COc1ccccc1CNc1nc(NCc2ccccc2OC)c2sccc2n1,i,0.8
O=C(Nc1ccc2c(c1)OCO2)c1csc([C@@H]2O[C@H](CO)[C@H](O)[C@H](O)[C@H]2O)n1,i,0.5

# An excerpt (hit frequency here may not be typical).
